Compound activity as filed in PubChem.
Mcl1-Noxa inh: Mcl-1/Noxa binding inhibitors, primary screen, biochemical, TR-FRET, 1536-well; Induced myeloid leukemia cell differentiation protein Mcl-1 (Homo sapiens), Q07820; TR-FRET Mcl-1/Noxa peptide binding, 2 h; inhibition, % at 21.7 µM; 220,000 tested, 1.5% active; AID 1022, 2008;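 active = compounds that cut the protein-peptide binding signal by more than 50% relative to plate controls in a single-dose test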;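 also: His-tagged Mcl-1 with rhodamine Noxa BH3 peptide and terbium anti-His antibody; 0% = Mcl-1 plus Noxa peptide wells and 100% = peptide-only wells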
Target sequence (Q07820 whole entry, looked up): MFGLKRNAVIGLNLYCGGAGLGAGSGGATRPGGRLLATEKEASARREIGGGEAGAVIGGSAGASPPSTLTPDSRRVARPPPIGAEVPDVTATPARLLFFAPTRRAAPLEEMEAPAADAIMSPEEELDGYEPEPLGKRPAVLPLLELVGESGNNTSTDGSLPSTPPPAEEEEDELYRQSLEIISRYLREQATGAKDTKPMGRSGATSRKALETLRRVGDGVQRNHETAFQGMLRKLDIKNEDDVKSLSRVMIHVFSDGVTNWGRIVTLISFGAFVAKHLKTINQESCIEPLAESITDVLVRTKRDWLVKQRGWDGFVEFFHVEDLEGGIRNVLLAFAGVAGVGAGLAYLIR
Pf gamet viab: late stage P. falciparum gametocyte viability inhibitors, primary screen, ATP luminescence, HTS; inhibition, % at 10.9 µM; 150,000 tested, 0.065% active; P. falciparum stage V gametocytes, 24 h; AID 743093, 2013;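 active = inhibition above the mean plus 3 SD of compounds within the control limits, set per campaign, cut at about 38% in these data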;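 also: 0% = DMSO wells and 100% = medium only without gametocytes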
Avidin fluor: green autofluorescence of compounds with avidin beads – biophysical, 488/530 nm, flow cytometry, artefact control, profiling panel; 220,000 tested, 0.38% active; AID 1775, 2009; fluorescence (KMESF) at 10 µM; compound fluorescence 488/530 nm; active compounds read high; in the data active = fluorescence above about 47; also: inactives centre near 10
An asterisk follows results filed as active. This is a subset; count on the stated rates, not on these rows.

Below each SMILES – Mcl1-Noxa inh, Pf gamet viab, Avidin fluor
COc1cccc(C(=O)C2CCCN(Cc3c(C)n(C)n(-c4ccccc4)c3=O)C2)c1 (centres undefined)
  -20, -9, 4
c1nc(Nc2ccc(N3CCOCC3)cc2)c2ccsc2n1
  1, 1, 6
O=C(Nc1ccc(F)cc1)Nc1sccc1-c1nc2ccccc2s1
  23, 15, 7
CC(=O)NCCc1nc2ccccc2n1CCOc1ccccc1C
  8, -8, 5
Cn1c(SCc2cccc(Br)c2)nnc1-c1ccccn1
  3, 14, 6
O=c1[nH]c(CSc2ccccc2)nc2c1oc1ccccc12
  13, 12, 9
O=C(Nc1nc2cc3c(cc2s1)OCCO3)c1cccs1
  38, 26, 5
CCOC(=O)c1ccc(N2CCCCC2)c(NS(=O)(=O)c2cccc(C(F)(F)F)c2)c1
  10, -6, 9
CN(C(=O)c1cccs1)c1ccc(OCC(=O)Nc2ccc(C(=O)O)cc2)cc1
  6, 13, 4
CCCCCCCCc1nnc(N)s1
  -6, 1, 7
O=C(O)COc1ccccc1/C=C1\SC(=S)N(c2cccnc2)C1=O
  -3, 7, 7
COc1cc(C2NC(=S)NC(C)=C2C(=O)Nc2cc(C)cc(C)c2)ccc1O (centres undefined)
  2, 1, 5
Cc1cccc(N2CCN(C(=O)CN3C(=O)NC(C)(C)C3=O)CC2)c1C
  -4, 18, 6
COc1ccccc1NC(=O)Nc1ccccc1C(=O)NCCCN1CCOCC1
  10, -20, 7
C=CCn1c(O)c(N=O)c2ccccc21
  8, 8, 6
Cc1ccc(OCCC(=O)N2CCN(c3ccc(O)cc3)CC2)cc1
  36, 12, 3
NC(Cc1ccc(OC(F)F)cc1)C(=O)O (centres undefined)
  -8, -2, 7
CC(C)CC(=O)NC(C)C(c1cccs1)N1CCOCC1 (centres undefined)
  -21, -3, 7
O=C(C[n+]1cc(-c2ccc(Cl)cc2)n2c1CCCCC2)c1ccccc1
  -18, 1, 4
CC(C)[C@H](Nc1ccc(C(F)(F)F)cc1[N+](=O)[O-])C(=O)O
  -12, -18, 8
CCOC(=O)c1c(C)nn(-c2ccc(NC(=O)CSCC(=O)O)cc2)c1C
  14, 3, 4
COC(=O)N/N=C/c1cc(N=Nc2ccccc2Cl)ccc1O
  88*, -12, 4
COc1ccc(NC(=O)C2CCC(CNc3c(N4CCOCC4)c(=O)c3=O)CC2)cc1Cl (centres undefined)
  11, -3, 5
O=C(O)CC(C(=O)Nc1ccc(F)cc1)C1CCCO1 (centres undefined)
  17, 11, 4
COc1ccc2nccnc2c1[N+](=O)[O-]
  -17, 0, 3
O=C(COc1ccc(Cl)cc1)N(Cc1ccco1)C1CCS(=O)(=O)C1 (centres undefined)
  8, -3, 8
CCCN1C(=S)SC(C)(C)C1/[N+]([O-])=C/c1ccc(S(=O)(=O)NC)cc1 (centres undefined)
  7, -2, 6
c1ccc(C2=Nn3c(Cn4nnc5ccccc54)nnc3SC2)cc1
  10, 10, 7
O=C(Nc1n[nH]c(C(F)(F)F)n1)c1cccs1
  1, -13, 6
CN(C)CCCNc1nc(-c2ccccc2)nc2ccccc12
  28, -17, 6
Cc1ccccc1N/C(=N/S(=O)(=O)c1ccccc1)c1ccc(F)cc1
  1, -21, 4
NS(=O)(=O)c1ccc(CNS(=O)(=O)c2cc(Cl)ccc2Cl)cc1
  -3, 4, 8
Cc1cc(=O)[nH]c(N/N=C/c2cc(C)n(CC(F)(F)F)c2C)n1
  2, -10, 8
Cc1cc(C)c2cc(C(=O)N3CCc4ccccc4C3)[nH]c2c1
  -6, 2, 8
COC(=O)C(NC(C)=O)(Nc1cccc(C)n1)C(F)(F)F (centres undefined)
  6, -18, 11
Cc1ccc(CNC(=O)CCn2c(=O)oc3ccccc32)cc1
  3, -13, 5
O=C(N/C(=C/c1cccnc1)C(=O)N1CCOCC1)c1ccccc1F
  -15, 1, 7
Cn1cc(S(=O)(=O)N2CCN(c3cccc(Cl)c3)CC2)c(=O)n(C)c1=O
  20, -1, 9
CC(C)N1C(=O)c2ccccc2N(Cc2ccccc2)S1(=O)=O
  8, -13, 3
CC(C)c1ccc(N2C(=O)CC(NNC(=O)c3ccccc3Cl)C2=O)cc1 (centres undefined)
  -5, 6, 7
O=C1/C(=C/c2ccccn2)SC(=S)N1c1ccc(O)cc1
  77*, 8, 4
O=C(CSc1nnnn1-c1ccc(Cl)c(C(=O)O)c1)NC(c1ccccc1)c1ccccc1
  13, -12, 10
COc1ccccc1NC(=O)c1cc(Cl)nc2ccccc12
  7, -8, 9
CC(C(=O)c1ccccc1)[n+]1cccc(C(N)=O)c1 (centres undefined)
  4, 9, 6
Nc1sc(-c2ccccc2)n[n+]1Cc1cccc2cccnc12
  28, -5, 9
Cc1ccc(CNC(=O)C2CC(c3ccccc3C(F)(F)F)=NO2)cc1 (centres undefined)
  -3, 14, 11
C/C(Cl)=C\C[N+](C)(C)CC(=O)OCCc1ccccc1
  5, 6, 9
Nc1nc(SCC(=O)N2CCCC2)[nH]c(=O)c1NC(=O)c1cccs1
  -17, 32, 6
COc1cc(/C=C(/NC(C)=O)C(=O)O)cc(Cl)c1OCc1ccc(Br)cc1
  102*, 11, 3
C/C(Cc1ccccc1)=N\NC(=O)CNC(=O)Cc1ccc(Cl)cc1
  6, 2, 8
O=C(NNc1cc(Cl)ccc1Cl)c1c(F)cccc1Cl
  0, 30, 5
CS(=O)(=O)N1N=C(c2cccs2)CC1c1ccccc1 (centres undefined)
  0, -3, 6
Cc1nnc(N/N=C/C(C)c2ccccc2)[nH]c1=O (centres undefined)
  4, -16, 4
Cc1cccc(Cl)c1NC(=S)N1CCN(c2ccc([N+](=O)[O-])cn2)CC1
  9, -30, 7
CSCC(=O)Nc1cc(C)on1
  -22, 1, 8
CCN(CC)S(=O)(=O)c1ccc(N2CCOCC2)c(NS(=O)(=O)c2ccc(OC)cc2)c1
  21, 0, 9
COC(=O)c1sccc1NC(=O)c1cccs1
  -6, 1, 7
COc1cccc(CNC(=O)N[C@@H](C)C(=O)O)c1
  0, 7, 9
O=C1CCN(Cc2ccccc2)S(=O)(=O)c2ccccc21
  -1, -14, 7
N#Cc1cc2c(nc1Cl)CCC2
  8, 4, 6

Entries of single compounds, looked up by structure. Screens in order: Mcl1-Noxa inh	Pf gamet viab	Avidin fluor
COc1cc(/C=C(/NC(C)=O)C(=O)O)cc(Cl)c1OCc1ccc(Br)cc1 across the screens: 102*	11	3
Cc1ccc(CNC(=O)C2CC(c3ccccc3C(F)(F)F)=NO2)cc1 (centres undefined) across the screens: -3	14	11
COc1cccc(CNC(=O)N[C@@H](C)C(=O)O)c1 across the screens: 0	7	9
CS(=O)(=O)N1N=C(c2cccs2)CC1c1ccccc1 (centres undefined) across the screens: 0	-3	6
N#Cc1cc2c(nc1Cl)CCC2 across the screens: 8	4	6

(next part)
Below each SMILES – Mcl1-Noxa inh, Pf gamet viab, Avidin fluor
CC(C)Oc1cccc(NC(=O)c2cnccc2C(F)(F)F)c1
  2, 16, 7
COc1cccc(C(=O)Nc2cc(Cl)c(O)c(Cl)c2)c1
  98*, 25, 5
CC(Sc1nnnn1-c1ccc(O)cc1)c1nc2ccccc2c(=O)[nH]1 (centres undefined)
  -17, 6, 10
O=C(Nc1ccccc1)Oc1cccc(Br)c1
  9, 18, 3
C/C(=N\NC(=S)NC1CCCCC1)c1cccc(C(F)(F)F)c1
  28, -29, 8
Cc1nn2c(NCc3ccccn3)c3c(nc2c1-c1ccccc1)CCC3
  -97, 4, 8
CN(C)S(=O)(=O)c1ccc(NC(=O)COC(=O)Cn2[nH]c(=O)c3ccccc3c2=O)cc1
  19, 15, 5
CCc1nc2sc(C(=O)O)c(N)c2c2c1CCCC2
  4, -9, 3
CCCN(Cc1cc2cc(C)ccc2[nH]c1=O)C(=O)c1cccc([N+](=O)[O-])c1
  3, -19, 4
Cc1cc(/C(N)=N/OC(=O)Nc2ccc(Cl)cc2)no1
  -2, 3, 6
CCOC(=O)c1[nH]ncc1CN1CCC(Cc2ccccc2)(C(=O)OCC)CC1
  -12, 6, 5
COc1cccc(CN2CCNC(=O)C2CC(=O)NCc2cn3ccc(C)cc3n2)c1OC (centres undefined)
  1, -12, 5
Cc1ccccc1OCC(=O)N(CC(C)C)c1c(N)n(CC(C)C)c(=O)[nH]c1=O
  -5, -4, 8
O=C(CSC(=S)N1CCOCC1)Nc1nccs1
  7, -1, 9
Cc1ccc(NNC(=O)c2ccno2)cc1C
  -5, -16, 6
COc1ccc(-c2cc3ccccc3n2CC(O)CN2CCCCC2)cc1 (centres undefined)
  15, -20, 8
COc1cccc(N/C(=N/C(=S)Nc2ccc(C)cc2C)Nc2nc(C)cc(C)n2)c1
  4, 11, 3
CC1=NN(c2ccccc2)C(=O)/C1=C\c1cc(C)n(C)c1C
  34, 14, 5
Cc1cc(NC(=O)c2cc([N+](=O)[O-])ccc2Cl)no1
  3, 11, 8
COc1cccc(C(=O)NCCSc2c(C)[nH]c3ccccc23)c1OC
  1, -9, 6

Among those listed so far, these contain bromine.
Below each SMILES – Mcl1-Noxa inh, Pf gamet viab, Avidin fluor
Cn1c(SCc2cccc(Br)c2)nnc1-c1ccccn1
  3, 14, 6
COc1cc(/C=C(/NC(C)=O)C(=O)O)cc(Cl)c1OCc1ccc(Br)cc1
  102*, 11, 3
O=C(Nc1ccccc1)Oc1cccc(Br)c1
  9, 18, 3

Additional structures:
Below each SMILES – Mcl1-Noxa inh, Pf gamet viab, Avidin fluor
O=C(COc1ncnc2ccccc12)Nc1cc(S(=O)(=O)N2CCOCC2)ccc1Cl
  1, 12, 8
COc1ccc([N+](=O)[O-])c(OC)c1C(=O)NC(=O)Nc1c(F)cc(F)cc1F
  12, 7, 7
O=C(COc1ncnc2sccc12)Nc1cccc(S(=O)(=O)N2CCCC2)c1
  30, -4, 4
CCNC(=S)Nn1cnc2ccccc21
  9, 3, 9
NNC(=O)c1ccc(COc2ccc([N+](=O)[O-])cc2)o1
  4, -5, 7
COC(=O)c1cnc(Oc2ccc(NC(=O)NC(=O)c3c(F)cccc3F)cc2)cc1C(F)(F)F
  0, 3, 3
COC(=O)c1cc(NC(=O)c2cc(-c3ccc(OC)cc3)oc2C(F)(F)F)ccc1N1CCOCC1
  8, 1, 7
O=C(c1cnc2sccn2c1=O)N1CCN(c2ccccc2Cl)CC1
  6, 16, 9
O=c1cc(C(F)(F)F)[nH]c2c(OC(F)(F)F)cccc12
  -15, -6, 3
CC1(C)Cc2nc(-c3ccccc3)nc(SCC(=O)N3CCCC3)c2CO1
  9, -1, 8
COc1cc(NC(=S)NCCO)c(OC)cc1Cl
  -11, -2, 8
O=C(NCc1c(Cl)cccc1Cl)c1ccc2nnsc2c1
  8, -8, 6
CCCCNC(=O)C1CC(c2cccc(F)c2)=NO1 (centres undefined)
  8, 1, 10
C[C@@H](CO)NC(=O)c1ccc2c3n(nc2c1)-c1ccccc1CO3
  29, -2, 8
NS(=O)(=O)c1cccc(NC(=O)COC(=O)Cn2cnc3ccccc32)c1
  -8, 16, 14
Cc1sc2c(c1C)C(=O)/C(=C\Nc1ccccn1)S(=O)(=O)N2C
  5, -2, 7
O=C(O)c1ccc2nnn(O)c2c1
  8, -6, 2
Cc1ccc(Cl)cc1NC(=O)c1cc2ccccc2cc1O
  29, 11, 3
COC(=O)c1sccc1NC(=O)CC1C(=O)NCCN1C(=O)Nc1ccc(F)cc1F (centres undefined)
  -4, 17, 6
Cc1cc(C)nc(SCc2cn3ccccc3n2)n1
  7, 13, 5
COc1cc2c(cc1O)C(Cc1ccc(O)cc1)[N+](C)([O-])CC2 (centres undefined)
  6, 27, 6
CN(C)S(=O)(=O)c1cccc(NC(=O)c2ccc3nccnc3c2)c1
  40, -4, 6
COc1cc(O)c(C(CCN2CCCC2)c2ccc3c(c2)OCO3)c(OC)c1 (centres undefined)
  -12, 5, 6
C=CCSc1nc(C)cc(C(=O)OCC)c1C#N
  1, 9, 5
CS(=O)(=O)c1sc(C#N)c2c1C(=O)CC(c1ccccc1)C2 (centres undefined)
  18, 7, 3
CC(C)Cc1csc(NC(=O)C(C)C)c1C(=O)O
  22, -3, 3
CC(C)(C)Nc1nc(Cl)nc(NCc2ccccc2)n1
  1, 1, 21
Cn1c2ccccc2n2c(=O)cc(-c3ccccc3)c(C#N)c12
  -3, 6, 5
COc1ccc(C2/C=C\CN(C(=O)c3ccccc3)[C@H](Cc3ccccc3)C(=O)N2Cc2ccc(F)cc2)cc1 (some centres undefined)
  -12, 10, 14
O=C(O)CSc1ncnc2c1sc1nc(-c3ccccc3)c3c(c12)CCC3
  -17, 2, 9
CCNC(=S)NNC(=O)CSc1nc2ccccc2n1C
  -1, -7, 6
Cc1cccn2c(=O)c(C=O)c(NCc3ccccc3)nc12
  -15, 6, 6
O=c1[nH]c(N2CCCCCC2)nc2ncn(Cc3ccccc3)c12
  10, -12, 9
NC(=O)CC(NC(=O)Cc1cccc2ccccc12)c1ccc(NC2CCCCC2)c([N+](=O)[O-])c1 (centres undefined)
  14, 11, 11
O=C(NCCCn1ccnc1)C(=O)NCC1OCCN1S(=O)(=O)c1cc(F)ccc1F (centres undefined)
  -15, 8, 7
Cc1ccc(C(=O)COc2ccc3ccc(=O)oc3c2)cc1
  7, 26, 7
COc1cccc(N2CCN(C(=O)c3ccc4nc(N5CCC(C)CC5)sc4c3)CC2)c1
  4, 19, 6
CC(=O)Nc1c(F)cc(Br)cc1F
  7, 22, 5
